S aureus QS inh: S. aureus quorum sensing inhibitors, primary screen, RNAIII-GFP reporter, flow cytometry; S. aureus RN6390 RNAIII-GFP reporter, AIP-induced, flow cytometry 3 h; inhibition, % at 2 µM; 24,000 tested, 0.3% active;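 active = share of bacteria positive for the green fluorescent reporter and its mean brightness both inhibited by 50% or more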;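 note: 0% = AIP-stimulated control and 100% = unstimulated bacteria without AIP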
S aureus QS inh GFP MFI %: also measured in S aureus QS inh; calls as there; inhibition, %; measured here: inhibition of GFP MFI
Starred values were filed as active, the others as inactive.

SMILES | S aureus QS inh | S aureus QS inh GFP MFI %
Cc1cccc(NC(=O)c2cc(NC(=O)c3ccco3)ccc2N2CCCCC2)c1 | 0 | 7
CCn1cc(C2=NC(C(C)C)CO2)c2ccccc21 (stereo unspecified) | 0 | 0
CCc1cccc(C)c1NC(=O)CN1C(=O)c2ccccc2S1(=O)=O | 2 | 1
COc1ccc(-c2c(C#N)c(SCc3c(C)noc3C)nc3c2C(=O)CC(C)(C)C3)cc1 | 8 | 16
COc1ccc2[nH]c(=O)c(CN(CCO)S(=O)(=O)c3ccc4c(c3)OCCO4)cc2c1 | 0 | -1
CC(C)OC(=O)CSc1nnc(-c2ccc(C(C)(C)C)cc2)n1N | 1 | 5
COc1cc2c(cc1OC)C(C(=O)NC1CC1)C1c3ccccc3CCN1C2=O (stereo unspecified) | -7 | -34
COc1ccc(CNC(=O)c2ccc(N3CCCC3=O)cc2)cc1 | 0 | -7
O=C(CCNC(=O)c1ccc(Br)o1)NCc1ccc(Cl)cc1 | -2 | -13
Cc1cc(NC(=O)CCCN2C(=O)c3cccnc3C2=O)no1 | -6 | -10
CC(=O)c1ccc(OCC(O)CN2C(C)(C)CC(O)CC2(C)C)cc1 (stereo unspecified) | 2 | 29
COc1cccc(-c2cc(C(=O)Nc3cc(C)on3)no2)c1 | 3 | 12
COc1ccc(C2C(C(N)=O)=C(C)Nc3nc(-c4ccccc4Cl)nn32)c(OC)c1 (stereo unspecified) | -3 | -1
CCN(CC)CCCNC(CC(=O)O)C(=O)O (stereo unspecified) | -1 | -1
CCOC(=O)c1ccccc1NC(=O)c1cn(CC)c2nc(C)ccc2c1=O | -1 | 14
CCOc1nc(Nc2ccc(-c3nc4ccccc4o3)cc2)nc(N2CCOCC2)n1 | 0 | -27
COc1ccc(C(=O)NCc2cn3c(C)csc3n2)cc1OC | -2 | 20
CC1(C)CC(=O)C2=C(C1)NC(=O)CC2c1cc(F)ccc1F (stereo unspecified) | 0 | -56
COc1ccc(N2CCN(C(=O)CCNS(=O)(=O)c3ccc(Br)s3)CC2)cc1 | 2 | 8
COc1ccc(-n2c(=O)cc(N3CCN(c4ccccc4)CC3)[nH]c2=O)cc1 | -1 | -3
CCCn1c(NCc2cc(C)ccc2O)nc2ccccc21 | -2 | -1
O=C(Nc1ccc2c(c1)OCCO2)C1CCN(S(=O)(=O)c2cccc3nsnc23)CC1 | -2 | -6
COC(=O)c1cc2oc(C)cc2n1CC(=O)Nc1ccc(C)c(C)c1 | -1 | 0
CCC(=O)Nc1c2c(nn1-c1ccccc1C)CSC2 | -7 | -8
COc1ccccc1NC1=NC(c2ccc(Cl)cc2)N=C(N)N1 (stereo unspecified) | -5 | -10
O=C(NC1CCCc2ccccc21)C1CCN(S(=O)(=O)c2cccc3nsnc23)CC1 (stereo unspecified) | 1 | 6
O=C1CCC(C(=O)N(Cc2ccco2)C2(C(=O)NC3CCCC3)CCCCC2)N1 (stereo unspecified) | 4 | 21
Cc1nn(-c2ccccc2)c2c1C(O)n1c(nc3ccccc31)S2 (stereo unspecified) | 0 | 10
CCn1c(=N)n(CC(=O)c2ccco2)c2ccccc21 | 0 | -7
CCOC(=O)CSC1=C(C#N)C(=O)NC2(CCCCC2)S1 | -1 | 10
NCCN1CCN(CCN)CC1 | -2 | -15
O=C(c1cnn2ccccc12)N1CCCc2ccccc21 | -3 | -6
COc1ccc(S(=O)(=O)n2ccnc2)c2cccnc12 | 3 | 11
O=C(O)Cn1cc2c(n1)CCCCC2 | -4 | -22
CCCCn1c2c(c3ccccc31)CCc1nonc1-2 | -4 | -34
COc1ccc(OC)c(NC(=O)c2cn(C)c(=O)c3cc(OC)c(OC)cc23)c1 | -1 | -13
CCOC(=O)c1oc2ccccc2c1CSc1nnnn1-c1ccc(C)cc1 | -4 | -7
C=CCn1cc(C(=O)N2CCN(C)CC2)c(=O)c2cc(S(=O)(=O)N3CCCC3)ccc21 | -4 | -21
CCC1Sc2ccccc2N(CC(=O)NC2CCCC2)C1=O (stereo unspecified) | -6 | -13
C=CCSC1=C(C#N)C(c2ccccc2OCC)CC(=O)N1 (stereo unspecified) | 0 | -3
Cc1ccc(C(=O)Nc2ccc(O)cc2C(=O)O)cc1 | -3 | -14
COc1ccc(-c2nnc3ccc(SC)nn23)cc1 | 0 | 17
Cn1c(=O)c2c(ncn2CC(O)CNc2ccc(Cl)cc2)n(C)c1=O (stereo unspecified) | 5 | 20
Cc1nc2nc(C)c(CCC(=O)NC(C)c3ccc4c(c3)OCCO4)c(C)n2n1 (stereo unspecified) | -2 | -5
Cc1nnc(SCC(C)C)[nH]c1=O | -2 | -6
Cc1csc(NC(=O)CSc2nnc(Cc3cccn3C)n2-c2ccc(F)cc2)n1 | 1 | 5
CCOC(=O)N1CCC(NC(=O)c2cc3sccc3n2CC)CC1 | 3 | 0
COc1cc(NC(=O)c2cccs2)cc(OC)c1 | 2 | 9
CN(C)c1nc(N)nc(N(c2ccccc2)c2ccccc2)n1 | -3 | 17
O=C(O)C1CCN(Cc2cnn(-c3ccccc3)c2-n2cccc2)CC1 | 1 | 1

(next part)
SMILES | S aureus QS inh | S aureus QS inh GFP MFI %
COC(=O)c1cc2occc2n1CC(=O)Nc1ccc(OC)c(OC)c1 | -2 | -10
CCCS(=O)(=O)N1CCC(C(=O)N2CCc3ccccc3C2)CC1 | -2 | -3
CCOC(=O)C(NC(=O)Nc1ccccc1)(OCC)C(F)(F)F (stereo unspecified) | -7 | -7
COC(=O)CSc1nc(C)cc(Oc2ccccc2)n1 | 0 | -14
Cc1ccccc1NC(=O)C1CCC(C)(C(=O)O)C1(C)C (stereo unspecified) | 0 | 1
CN1CCN(c2nc3c(c(=O)[nH]c(=O)n3C)n2CCOc2ccccc2)CC1 | 1 | 9
Cc1nc2nc(C)c(CCC(=O)NCCCN3CCN(c4cccc(Cl)c4)CC3)c(C)n2n1 | -2 | -4
CCOC(=O)N1CCN(C(=O)C2CCCN(Cc3nc(-c4ccc(Cl)cc4)oc3C)C2)CC1 (stereo unspecified) | 3 | 12
CC(C)c1nnc(NC(=O)c2cnccn2)s1 | -2 | -1
CCCn1c(=O)[nH]c(=O)c2[nH]cnc21 | 0 | 8
c1c2c(cc3sc(N4CCCCC4)nc13)OCO2 | -2 | 1
CC1CCN(C(=O)C2CCC(CNS(=O)(=O)c3cccc4cccnc34)CC2)CC1 (stereo unspecified) | 2 | -4
COc1ccc(N(C)C(=O)CCS(=O)(=O)c2cccc3nonc23)cc1 | -1 | -13
CCN1C(=O)/C(=C2/Sc3ccccc3N2CCCS(=O)(=O)O)SC1=S | 4 | 14
Cc1csc2nc3ccccc3c(=O)n12 | -1 | -9
CCOC(=O)N1CCN(C(=O)C(C)(C)Oc2ccc(Cl)cc2)CC1 | 11 | 16
Cc1csc2ncc(C(=O)NCc3ccco3)c(=O)n12 | 12 | 14
CCSc1nc2ccccc2n1CCC(=O)O | -1 | -56
O=C(Nc1ccccc1)N1CCCN(Cc2ccccc2F)C1 | 5 | 10
CCCS(=O)(=O)N1CCN(Cc2ccc(OCc3ccccc3)c(OC)c2)CC1 | -1 | -2
CC(C)(C)NC(=O)c1sccc1C(=O)O | -3 | -14
Cc1ccc(C)c(S(=O)(=O)NC(CC(C)C)C(=O)O)c1 (stereo unspecified) | -2 | -6
Fc1cccc2sc(Nc3nnc(-c4ccccc4)o3)nc12 | 3 | 14
O=C(O)C1CCN(S(=O)(=O)c2cccnc2)CC1 | 3 | 10
CCC(C)(C)NC(=O)CC(c1ccc(OC)cc1)n1cccc1 (stereo unspecified) | 2 | 8
COc1ccc(N2CCN(c3ncnc4c3cnn4-c3ccc(C)cc3C)CC2)cc1 | 1 | 0
COCCn1nnnc1CN1CCC(Cc2ccccc2)CC1 | -2 | -5
CCOC(=O)C(C(C)=O)c1nc(C)nc2c1nnn2Cc1ccccc1Cl (stereo unspecified) | 0 | -1
CC(C)=CCc1c(C)nc2ccccc2c1C(=O)O | -4 | -24
CCOC(=O)CSc1nc2cc(C(=O)NCc3ccco3)ccc2c(=O)n1-c1ccc(F)cc1 | -2 | -6
COc1ccc(OC)c(N(CC(=O)N2CCN(c3cc(Cl)ccc3C)CC2)S(C)(=O)=O)c1 | 0 | 11
CN1C(=O)c2ccccc2C(C(=O)O)C1c1cccc(F)c1 (stereo unspecified) | 0 | 13
O=C(O)c1cccc(CN2C(=O)SC(Nc3ccccc3)C2=O)c1 (stereo unspecified) | 0 | -18
CCCOc1ccc(C(=O)Nn2c(C)nc3ccccc3c2=O)cc1 | 1 | 5
COc1ccc(N2C(=O)C3CCCN3C2c2cccc(Br)c2)cc1 (stereo unspecified) | -9 | -17
COc1ccc2[nH]c(C)c(CCN3C(=O)OC(C)(C)C3(C)O)c2c1 (stereo unspecified) | 2 | 15
Cc1cc(C)n(C(=O)c2cc3ccccc3c(=O)o2)n1 | 1 | 12
CC(C)C(c1nnnn1C1CCCC1)N1CCCc2ccccc21 (stereo unspecified) | -1 | 6
COc1ccc(Nc2ncc3c(n2)CC(c2ccc(OC)cc2)CC3=O)cc1 (stereo unspecified) | 0 | -22
O=C(c1ccc(CS(=O)(=O)c2ccc(Br)cc2)o1)N1CCN(c2ncccn2)CC1 | -2 | -8
CCOC(=O)N1CCN(c2c(Nc3ccc4c(c3)OCCO4)c(=O)c2=O)CC1 | -4 | -4
COc1ccc(-c2noc(CN3CCC(Cc4ccccc4)CC3)n2)cc1 | 0 | 5
CCOC(=O)c1nnn(-c2nonc2N)c1COc1cc(C)c(Cl)c(C)c1 | 2 | 10
CCc1ccccc1NC(=O)CSc1nc2n[nH]c(C)c2c(=N)n1-c1ccc(OC)cc1 | 4 | 3
O=C(NCC1CCCO1)c1cc2c(s1)CS(=O)(=O)C2 (stereo unspecified) | -8 | -24
CC(C)Cn1c(CNC(=O)c2ccccc2)nc2ccccc21 | -2 | -20
CC(=O)C1C(c2ccccc2OC(F)F)NC(=O)NC1(O)C(F)(F)F (stereo unspecified) | 11 | 24
CCc1ccc(NC(=O)c2cc(C(C)C)on2)cc1 | 6 | 16
Cc1ccsc1C(C(=O)NC1CCCCC1)N(C(=O)Cc1cccs1)C1CC1 (stereo unspecified) | 0 | 2
CC(C)C1N=C2c3ccccc3N=C(SCc3cc(=O)n4ccccc4n3)N2C1=O (stereo unspecified) | 1 | 8

No new results follow: an excerpt of the list.
SMILES | S aureus QS inh | S aureus QS inh GFP MFI %
COc1ccc(N2C(=O)C3CCCN3C2c2cccc(Br)c2)cc1 (stereo unspecified) | -9 | -17
COc1ccc2[nH]c(C)c(CCN3C(=O)OC(C)(C)C3(C)O)c2c1 (stereo unspecified) | 2 | 15
Cc1cc(C)n(C(=O)c2cc3ccccc3c(=O)o2)n1 | 1 | 12
CC(C)C(c1nnnn1C1CCCC1)N1CCCc2ccccc21 (stereo unspecified) | -1 | 6
COc1ccc(Nc2ncc3c(n2)CC(c2ccc(OC)cc2)CC3=O)cc1 (stereo unspecified) | 0 | -22
O=C(c1ccc(CS(=O)(=O)c2ccc(Br)cc2)o1)N1CCN(c2ncccn2)CC1 | -2 | -8
CCOC(=O)N1CCN(c2c(Nc3ccc4c(c3)OCCO4)c(=O)c2=O)CC1 | -4 | -4
COc1ccc(-c2noc(CN3CCC(Cc4ccccc4)CC3)n2)cc1 | 0 | 5
CCOC(=O)c1nnn(-c2nonc2N)c1COc1cc(C)c(Cl)c(C)c1 | 2 | 10
CCc1ccccc1NC(=O)CSc1nc2n[nH]c(C)c2c(=N)n1-c1ccc(OC)cc1 | 4 | 3
O=C(NCC1CCCO1)c1cc2c(s1)CS(=O)(=O)C2 (stereo unspecified) | -8 | -24
CC(C)Cn1c(CNC(=O)c2ccccc2)nc2ccccc21 | -2 | -20
CC(=O)C1C(c2ccccc2OC(F)F)NC(=O)NC1(O)C(F)(F)F (stereo unspecified) | 11 | 24
CCc1ccc(NC(=O)c2cc(C(C)C)on2)cc1 | 6 | 16

Next part
SMILES | S aureus QS inh | S aureus QS inh GFP MFI %
COCCNC(=O)CS(=O)Cc1nc(-c2ccc(OC)cc2)oc1C (stereo unspecified) | 0 | 7
COC(=O)Cn1ncc2c(C)n(Cc3ccccc3)c(C)c2c1=O | -4 | -9
Cc1cccc(-n2ncc3c(NCc4ccccn4)ncnc32)c1 | 0 | 12
CCCN1C(=O)c2cc(C(=O)Nc3ccccc3CC)ccc2C1O (stereo unspecified) | -1 | -1
CCOC(=O)CC(NS(=O)(=O)c1ccc(NC(C)=O)cc1)c1ccc(OCC)cc1 (stereo unspecified) | 0 | 0
O=C(NCC(=O)N(c1cccnc1)C(C(=O)NC1CCCCC1)c1cccnc1)c1ccco1 (stereo unspecified) | 0 | 0
CCCCN(C)CCNC(=O)c1c[nH]c2ccc(S(=O)(=O)N(CC)CC)cc2c1=O | -1 | -10
C=CCn1c(Cc2csc(N)n2)nnc1SCC(=O)OCC | -1 | 6
Cc1oc(-c2cccs2)nc1CS(=O)CC(=O)NCCc1ccccc1 (stereo unspecified) | 0 | 2
CCOCCCNC(=O)CCNC(=O)c1cc(OC)c(OC)c(OC)c1 | -3 | -14
O=C(CC1CCCCC1)Nc1c2c(nn1-c1ccc(F)cc1)CS(=O)(=O)C2 | -3 | -10
CCn1cc(C(=O)Nc2ccccc2C(=O)OC)c(=O)c2ccc(C)nc21 | -2 | -7
CCC(=O)N1CCc2cc(S(=O)(=O)CCC(=O)NCCc3ccc(OC)c(OC)c3)ccc21 | 6 | 11
Cc1ccc(NC(=O)CCN2CCc3ccccc3C2)cc1 | -1 | 4
COc1ccc(CCn2c(N)c(C#N)c3nc4ccccc4nc32)cc1OC | 0 | 2
OC(COc1ccc(OCC(O)CN2CCCCCC2)cc1)CN1CCCCCC1 (stereo unspecified) | -4 | -7
CC1CCN(S(=O)(=O)c2ccc3c(c2)CCN3C(=O)CCC(=O)O)CC1 | -2 | -8
COc1ccc(-n2c(Cc3cccn3C)nnc2SCC(=O)Nc2cccc(Cl)c2)cc1 | 12 | 20
Cc1ccc(-n2c(Cc3cccn3C)nnc2SCC(=O)Nc2cc(C)on2)cc1 | 15 | 24
O=C(c1cc(-c2ccco2)nn1-c1cccc(Cl)c1)N1CCCCC1 | 0 | 8
CNC(=O)c1ccc(Oc2ccc(C(=O)NC)cc2)cc1 | 0 | 3
Cc1cccc(C)c1OCc1nnc(SCC(=O)Nc2nccs2)o1 | 0 | 4

Compound activity deposited in PubChem by NMMLSC.

Some of the compounds tested. The share of hits here may be higher or lower than overall.
